# Screening data as filed in PubChem BioAssay.
# GlmU inhibition = inhibition of mycobacterial GlmU enzyme – biochemical, glucosamine-1-phosphate acetyltransferase (AID 1376). 220,000 compounds, 0.25% hits. Bifunctional protein GlmU (Mycobacterium tuberculosis (strain ATCC 25618 / H37Rv)). M. tuberculosis GlmU acetyltransferase enzyme assay; higher % means a stronger effect. inhibition, %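 (tested at 30 µM in the primary screen)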; hits with a dose series show IC50 in µM; in the data active = inhibition above about 13%; inconclusive = no clear call, values can overlap the other calls;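 also: 0% = complete reaction with vehicle and 100% = reaction without substrate; strong numbers were not always called active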
# RmlCD inh 1536 = M. tuberculosis RmlC/RmlD coupled enzyme inhibitors, primary screen, biochemical, compound mixtures, 384-well, from 1536-well plates | RmlC+RmlD coupled enzyme assay, percent inhibition; primary screen in compound mixtures | inhibition, % at 3.6 µM | 160,000 compounds, 0.03% hits; in the data active = inhibition mostly above about 34%, no sharp cut-off; inconclusive = no clear call, values can overlap the other calls; inactive = mostly below about 22%; also: some results filed as inactive read as strong as hits
# Target sequence (P9WH09 whole entry, looked up): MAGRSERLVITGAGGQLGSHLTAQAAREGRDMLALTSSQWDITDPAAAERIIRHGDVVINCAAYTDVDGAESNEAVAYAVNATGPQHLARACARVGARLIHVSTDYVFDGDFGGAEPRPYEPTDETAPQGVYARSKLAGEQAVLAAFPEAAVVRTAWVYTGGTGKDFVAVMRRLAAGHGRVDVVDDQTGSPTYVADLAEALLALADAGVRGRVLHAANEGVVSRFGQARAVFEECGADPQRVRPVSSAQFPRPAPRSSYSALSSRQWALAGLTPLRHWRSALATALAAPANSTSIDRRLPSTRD
# Target sequence (P9WH11 whole entry, looked up): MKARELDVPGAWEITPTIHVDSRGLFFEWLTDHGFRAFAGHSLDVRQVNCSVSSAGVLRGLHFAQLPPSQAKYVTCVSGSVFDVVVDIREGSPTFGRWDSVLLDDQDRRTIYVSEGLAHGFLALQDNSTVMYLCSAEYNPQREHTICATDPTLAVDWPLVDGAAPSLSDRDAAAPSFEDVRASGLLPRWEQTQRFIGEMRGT
# * = called active by the depositor; ? = inconclusive; nt = not tested or not shown; & = joins results of further samples. Some of the compounds tested; count on the stated rates, not on these rows.
# Start of the data: the first 4 compounds, to show the layout:
SMILES,GlmU inhibition,RmlCD inh 1536
O=C(c1cccnc1)N(c1cc2sc(=O)oc2c2ccccc12)S(=O)(=O)c1ccccc1,4.0%,6
O=S(=O)(N1CCOCC1)N1CCN(c2ccc(F)cc2)CC1,-0.2%,3
CNCCCOc1cccc(Oc2ccccc2)c1,-4.7%,2
CC(C)c1cccc(C(C)C)c1NC(=O)c1ccccc1,-3.1%,nt

# The list itself, from the first entry:
SMILES,GlmU inhibition,RmlCD inh 1536
O=C(c1cccnc1)N(c1cc2sc(=O)oc2c2ccccc12)S(=O)(=O)c1ccccc1,4.0%,6
O=S(=O)(N1CCOCC1)N1CCN(c2ccc(F)cc2)CC1,-0.2%,3
CNCCCOc1cccc(Oc2ccccc2)c1,-4.7%,2
CC(C)c1cccc(C(C)C)c1NC(=O)c1ccccc1,-3.1%,nt
O=C(NC1CCS(=O)(=O)C1)c1cccnc1 (stereo unspecified),-2.5%,11
O=C(COc1ccccc1)Nc1nnc(-c2ccc(Cl)s2)o1,8.1%,10
O=c1[nH]c2ccc([N+](=O)[O-])cc2nc1/C=C(\O)c1ccccc1,0.0%,5
O=C(O)Cn1c2c(c3ccccc31)CCCC2,-2.5%,nt
CN(C)S(=O)(=O)Nc1cccc(Br)c1,1.5%&-5.3%,nt
COc1cccc(CNC(=O)CCn2c(=O)oc3ccccc32)c1,3.0%,-1
O=C(NC1CCCCC1)N1CCCc2ccccc21,1.9%,nt
Cn1c(SCCN2CCCCC2)nnc1-c1ccccc1Br,0.1%,1
CCOC(=O)CN1C(=N)N(c2nc(NC(C)C)nc(OC)n2)CC1=O,5.3%,-5
O=C(Nc1ncc(C(F)(F)F)cc1Cl)C1COc2ccccc2O1 (stereo unspecified),-1.4%,3
CCN(CC)S(=O)(=O)c1ccc(N2CCOCC2)c(NC(=O)COc2ccc(C#N)cc2)c1,-1.4%,25
CC(C)Oc1cccc(C(=O)C2CCCN(C(=O)c3ccoc3)C2)c1 (stereo unspecified),2.5%,-14
Cc1cc(Sc2nc(N(C)C)nc(N(C)C)n2)nc(Cl)n1,-4.0%,-2
COc1ccc(N(CC(=O)Nc2cc(OC)ccc2OC)S(=O)(=O)c2c(C)nn(C)c2C)cc1,nt,12
CCCCN(CCCC)Cc1ccc(N)cc1,-6.0%,-8
O=C(Cn1cc(C(F)(F)F)ccc1=O)NCCc1ccc(Cl)cc1Cl,-7.2%,-10
NC(N)=Nc1nc(-c2ccccc2)c2cc(F)ccc2n1,-9.0%,1
Cc1ccc(S(=O)(=O)N2CCN(Cc3ccccc3C(F)(F)F)CC2)cc1,1.1%,-6
COc1ccc(OCC#CCN2CC(C)OC(C)C2)cc1 (stereo unspecified),0.4%,-4
Cc1ccc(NC(=O)c2ccccc2-c2cc(C)no2)cc1,-6.2%,3
Cc1cc(C(=O)NNS(=O)(=O)c2ccc(F)cc2)nn1C(C)(C)C,-1.3%,-8
CCN(C(=O)CSc1nc2ccccc2c(=O)n1-c1cccc(C)c1)C1CCS(=O)(=O)C1 (stereo unspecified),4.8%,nt
CCn1c(SCC(=O)c2ccc(F)cc2)nnc1-c1ccoc1C,-3.8%,nt
C=CC[N+]1(CC#Cc2ccccc2)CCCC1,-2.1%,2
COc1ccc(N2CCN(C(=O)C3CCCO3)CC2)cc1 (stereo unspecified),-5.7%,-5
O=C(NC1CCCC1)C(c1ccsc1)N(Cc1ccco1)C(=O)Cc1cccs1 (stereo unspecified),-0.5%,nt
O=C(NNC(=O)c1csc(-c2cccnc2)n1)Nc1ccc(Cl)cc1,0.9%,-3
CC(C)N1CCC(N2CCN(Cc3cccc4nonc34)CC2CCO)CC1 (stereo unspecified),7.3%,7
CCOc1cccc2sc(NN)nc12,2.5%,-3
CCN1/C(=C/C=C/c2oc3ccc(-c4ccccc4)cc3[n+]2CC)Oc2ccc(-c3ccccc3)cc21,6.2%,-10
O=C(O)c1ccc(Cl)c(S(=O)(=O)Nc2ccc3[nH]c(=O)[nH]c3c2)c1,2.0%,nt
NS(=O)(=O)c1ccc(CNC(=S)NC2CC2)cc1,2.0%,nt
COc1c(/C=N/Nc2ccc(C(=O)O)cc2)c(CCN(C)C(C)=O)cc2c1OCO2,4.9%,19
COc1cc(Br)cc(C2C3=C(CCCC3=O)N(c3ccc(F)cc3)C3=C2C(=O)CCC3)c1O,0.6%,-4
O=S(=O)(N1CCCCCC1)N1CCN(S(=O)(=O)N2CCCCC2)CC1,3.7%,nt
COC(=O)c1ccc(COc2ccccc2/C=C(\C#N)C(=O)Nc2c(C)cc(C)cc2C)cc1,-2.6%,32
C1CN(c2nc(N3CCOCC3)nc(N3CCOCC3)n2)CCO1,6.2%,-7
Cc1cc(C)cc(NC(=S)N2CCN(CCO)CC2)c1,4.3%,-12
O=C(CCCOc1ccc(Cl)cc1Cl)NCCCO,8.6%,nt
O=c1[nH]c2ccccc2nc1/C=C/c1ccc(Cl)cc1,-4.6%,-8
COCCn1nnnc1C(c1cccc(C(F)(F)F)c1)N1CCN(Cc2ccccc2)CC1 (stereo unspecified),-4.4%,-4

# The last three entries of the section above open the next one:
SMILES,GlmU inhibition,RmlCD inh 1536
O=C(CCCOc1ccc(Cl)cc1Cl)NCCCO,8.6%,nt
O=c1[nH]c2ccccc2nc1/C=C/c1ccc(Cl)cc1,-4.6%,-8
COCCn1nnnc1C(c1cccc(C(F)(F)F)c1)N1CCN(Cc2ccccc2)CC1 (stereo unspecified),-4.4%,-4
Cc1cnn(CCC(=O)NNC(=S)Nc2ccccc2)c1,4.2%,7
Cc1oc2c(c1C(=O)NCc1ccccc1)CCCC2,-4.1%,9
CCOC(=O)C1CCCN(C(=O)Cn2cccc2C(=O)c2ccccc2)C1 (stereo unspecified),3.3%,0
CCN(CC)c1nc(N(CC)CC)[nH]c(=O)n1,2.2%,nt
Nc1cc(N)cc(-c2nc3ccccc3[nH]2)c1,0.6%,-4
CC1=Nc2cc(C(=O)NCC3CCCO3)ccc2Sc2ccc(Br)cc21 (stereo unspecified),4.9%,1
CCCCCCCCNc1ncnc2ccccc12,0.3%,nt
Cc1ccc(S(=O)(=O)N(C)c2cc(S(=O)(=O)Nc3ccncc3)c(C)cc2C)cc1,7.3%,6
Cc1ccc(OCCn2cc(/C=N/NC(=O)c3ccncc3)c3ccccc32)cc1,4.5%,7
CC(=O)Nc1cccc(-c2nc3ccc(NC(C)=O)cc3s2)c1,-2.4%,21
CSCCC(NS(=O)(=O)c1cccs1)C(=O)NCc1ccccc1 (stereo unspecified),1.0%,1
O=C(c1ccc(N2CCN(C3CC(=O)N(Cc4cccs4)C3=O)CC2)cc1)c1cccnc1 (stereo unspecified),1.5%,27
Fc1ccc(-n2cc(-c3ccccc3)[n+]3c2SCC3)cc1,3.3%,5
Cc1c(C(=O)NCc2ccco2)oc2ccc(S(=O)(=O)N3CCC4(CC3)OCCO4)cc12,0.0%,8
Fc1ccc(CNC(=S)Nc2ccc(Cl)cc2Cl)cc1,-4.8%,2

# Entries of single compounds, looked up by structure. Screens in order: GlmU inhibition	RmlCD inh 1536
# Shown for CC(C)c1cccc(C(C)C)c1NC(=O)c1ccccc1 : -3.1%	nt
# Shown for CC1=Nc2cc(C(=O)NCC3CCCO3)ccc2Sc2ccc(Br)cc21 (stereo unspecified) : 4.9%	1
# Shown for O=C(COc1ccccc1)Nc1nnc(-c2ccc(Cl)s2)o1 : 8.1%	10
# Shown for CC(C)N1CCC(N2CCN(Cc3cccc4nonc34)CC2CCO)CC1 (stereo unspecified) : 7.3%	7
# Shown for Cc1cc(C)cc(NC(=S)N2CCN(CCO)CC2)c1 : 4.3%	-12

# Next entries:
SMILES,GlmU inhibition,RmlCD inh 1536
O=C(CSC1CC(=O)N(CCc2ccccc2)C1=O)Nc1ccc(Br)cc1 (stereo unspecified),0.6%,10
O=C(Nc1ccccc1)c1n[nH]c(Cn2cncn2)n1,-0.5%,1
Cc1cc(N2CCCC2)ccc1/C=C1/C(=O)N(C)C(=S)N1C,-1.4%,67
COc1ccc(S(=O)(=O)N2Cc3ccccc3CC2C(=O)Nc2nccs2)cc1 (stereo unspecified),5.3%,2
COc1ccc(/C=C(\C#N)C(=O)Nc2cccnc2)cc1,-3.5%,-9
C=CCn1c(C(CCCC)CC(O)COCCC)n[nH]c1=S (stereo unspecified),6.5%,7
CCC/C(O)=C1\C(=O)CCCC1=NCCc1ccc(OCC)c(OCC)c1,-7.2%,-5
CCCC(C)n1[nH]c(=O)c2c(C)cc(C)nc21 (stereo unspecified),0.2%,nt
CCN(CC(=O)NC)S(=O)(=O)c1ccc(Br)cc1,-3.7%,-7
CS(=O)(=O)N1CCN(C(=O)c2cc3ccccc3oc2=O)CC1,-0.3%,101
Cc1ccc(N2C(S)=C(C#N)C(=O)NC2c2cccs2)cc1 (stereo unspecified),4.3%,-1
CCC(C(=O)Nc1cc(Cl)ccc1OC)c1ccccc1 (stereo unspecified),1.3%,5
O=c1c2ccccc2nnn1COc1cccc2ccccc12,3.0%,4
CCOC(=O)N1CCN(C(=S)NC(=O)C2CCCC2)CC1,-2.5%,30
COC(=O)N/N=C(C)\C=C\c1ccco1,-3.7%,-4
c1cnc2ccc(C(c3nnnn3C3CCCCC3)N3CCN(C4CCCCC4)CC3)cc2c1 (stereo unspecified),1.8%,nt
COc1ccc([N+](=O)[O-])cc1NC(=O)CCN1CCN(CCO)CC1,6.1%,-9
COCCCN(C(=S)Nc1ccc(OC)cc1)C(C)c1ccncc1 (stereo unspecified),-3.2%,nt
Cc1ccc(N2CCC(N3CCN(C4CCCCC4)C(CCO)C3)CC2)cc1 (stereo unspecified),2.4%,-10
Cc1ccc(F)cc1NC(=O)C12CC3CC(C1)CC(n1cnc([N+](=O)[O-])n1)(C3)C2,-2.0%,nt
O=C(Nc1ccccc1)ON=C1CCCC1,-3.4%,16
CCn1ccnc1CN(C)Cc1cn(-c2cc(C)ccc2C)nc1-c1ccccc1,-8.1%,nt
O=C(CSc1nnc(-c2ccccc2)c(-c2ccccc2)n1)NCc1ccco1,-3.4%,nt
Brc1cccc(-c2nnc3sc(CN4CCCCC4)cn23)c1,6.3%,nt
CS(=O)(=O)c1ccc(CNC(=O)C2(C(F)(F)F)CC(CCCO)CCCO2)cc1 (stereo unspecified),-6.8%,nt
COc1ccccc1NC(=O)CC(c1ccc(OC(C)C)cc1)c1ccccc1OC (stereo unspecified),2.0%,-9
CCOc1ccc(-c2cc(C)[n+](CCO)c(-c3ccc(OCC)cc3)c2)cc1,-11%,3
Cc1ccccc1Cc1c(C)nc2c(C(=O)NCc3ccc4c(c3)OCO4)cnn2c1C,-7.2%,9
Cc1cccn2cc(CCNS(=O)(=O)c3ccc([N+](=O)[O-])cc3)nc12,3.0%,nt
C=CCn1c(C(C)NC(=O)COC)nc2ccccc21 (stereo unspecified),-1.8%,10
CC(=O)Nc1sc2c(c1C#N)CCCC2,6.9%,-22
Cc1ccc(-c2nnc(SCC(=O)N/N=C/c3cccs3)n2-c2ccc(C)cc2)cc1,5.3%,-6
CCC(Sc1nc(C)cc(=O)[nH]1)C(=O)Nc1nc2c(s1)CCCC2 (stereo unspecified),2.3%,-4
Cc1[nH]n(C2=NCCS2)c(=O)c1N=Nc1cccc(C(F)(F)F)c1,-0.6%,-2
O=C(COC(=O)c1ccc(NS(=O)(=O)c2cccs2)cc1O)Nc1nc2ccccc2s1,-0.6%,nt
O=C(CSCc1ccccc1)Nc1ccc(F)c(F)c1,4.9%,-10
COc1ccc(C2(C(=O)NC3CCCCC3)CCOCC2)cc1OC,-3.0%,10
CCn1c(CCNC(=O)c2ccc(F)cc2)nc2ccccc21,-6.1%,6
COc1ccc(C(=O)NN(c2ccccc2)c2ccccc2)cc1,-3.2%,12
Cc1ccc(-c2noc(C3CCN(C(=O)Nc4ccc(C#N)cc4)CC3)n2)o1,-0.6%,nt
Cc1c(NC(=O)c2ccc(N(C)S(C)(=O)=O)cc2)c(=O)n(-c2ccccc2)n1C,-0.6%,3
OC(COC(c1ccccc1)c1ccccc1)CN1CCc2ccccc2C1 (stereo unspecified),-6.0%,5
COc1ccc(C(=O)/C=C/Nc2ccc([N+](=O)[O-])cc2C)c(OC)c1,-1.2%,8
Nc1ccc2c(c1)ncn2CCCn1cnc2cc(N)ccc21,-7.2%,8
COc1cc(NC(=S)NC(=O)CC(C)C)ccc1NC(=O)c1cc2ccccc2o1,1.6%,3
CCOC(=O)CSc1nc2ccccc2c(=O)[nH]1,0.0%,nt
CC(=O)c1c(O)cc(=O)n(-c2ccccc2)c1-c1ccc(C)cc1,-3.6%,1
O=C1CCCc2nn(-c3ccccc3)nc21,1.7%,-14
CCOC(=O)C1CCN(C(=O)c2oc3ccc(S(=O)(=O)N4CC(C)CC(C)C4)cc3c2C)CC1 (stereo unspecified),0.4%,?
O=C1CCCN1CCCNc1ncnc2c1[nH]c1ccccc12,-0.4%,12
CCNc1ccc(S(=O)(=O)N(C)C)cc1NCC(=O)Nc1ccccc1Cl,-1.0%,nt
Cc1cnc(NC(=O)CCCSc2nc3ccccc3s2)s1,6.2%,nt
COc1ccc(NC(=O)c2cccnc2Nc2ccccc2)cc1,-0.4%,nt
CCCC1(C(=O)OC)NC(c2ccco2)C2C(=O)N(C)C(=O)C21 (stereo unspecified),-5.9%,-1
O=C(Nc1ccc(-n2ccnc2P(=O)(O)c2ccccc2)cc1)c1ccccc1Br,nt,1
CCSc1nnc(-c2cnn(-c3ccccc3)c2-n2cccc2)n1C,2.4%,14
